Screens (PubChem)
Pf gametocyte = P. falciparum stage V gametocyte viability inhibition. P. falciparum stage V gametocytes, ATP luminescence, 24 h. inhibition, % at 10.9 µM. 150,000 compounds, 0.065% hits. AID 743093;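 active = inhibition above the mean plus 3 SD of compounds within the control limits, set per campaign, cut at about 38% in these data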;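 note: 0% = DMSO wells and 100% = medium only without gametocytes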
* marks the source's active call; other numbers are inactive results. This is a subset; rates above refer to the full screens.

SMILES	Pf gametocyte
O=[N+]([O-])c1c(Nc2cccc(O)c2)cc(Cl)c2nonc12	-17
COc1cc(OC)cc(-c2c(-c3cccs3)c3cc(-c4cc(OC)c(OC)c(OC)c4)ccc3n2C)c1	29
COc1cc2c(cc1OC)C(c1ccc(Cl)cc1)CC(=O)N2 (stereo unspecified)	-8
COc1cc(NC(C)=O)ccc1NC(=O)c1cc2ccccc2o1	-1
Cc1ccc(C(=O)NC2CC(C)(C)NC(C)(C)C2)cc1	2
CC1CC(c2ccccc2)=Nc2ccccc2N1 (stereo unspecified)	1
COc1ccc2c(c1)C[C@]1(C)c3ccccc3C(=O)N(Cc3ccccc3)[C@H]21	3
CCOc1ccc(C(=O)Nc2ncn[nH]2)cc1	-19
CCC(CC)N1CCN(C(=O)c2cccc(Cl)c2)CC1	-7
CC(=O)Nc1ccc(NC(=O)CSc2nnnn2-c2ccccc2F)cc1	-4
Cc1ccc(CC(=O)N2CCN(c3ccc([N+](=O)[O-])cc3)CC2)cc1	24
CCOC(=O)c1cnc2c(ccc3ccccc32)c1NCCN(C)C	14
COc1cc(Cl)c(CN2CCCC(CO)(Cc3cccc(Cl)c3)C2)cc1OC (stereo unspecified)	5
CCOc1cc(C2NC(=O)c3ccccc3O2)ccc1OC(C)C (stereo unspecified)	-5
COc1ccc(-c2sc3ccc(OC)cc3c2-c2ccc(OC)c(F)c2)cc1	1
O=C(O)c1ccc(/C=N/NC(=O)C(O)(c2ccccc2)c2ccccc2)cc1	1
CC(C)CNC(=S)N(CCCO)Cc1cc2cc3c(cc2[nH]c1=O)OCCO3	-14
CCOc1ccc2c(c1)C(C)=CC(C)(C)N2S(=O)(=O)c1ccc(F)cc1	11
O=C(N[C@@H]1C/C=C\C[C@H](CC(=O)N(CCO)Cc2ccccc2)C(=O)NC[C@@H](c2ccccc2)OC1=O)OCC1c2ccccc2-c2ccccc21	-23
CC(C)NC(=O)c1c(CSc2ccc(Cl)cc2)noc1C(=O)NCc1ccccc1	-21
C[C@H](CO)N1C[C@H](C)[C@@H](CN(C)S(C)(=O)=O)Oc2c(NC(=O)Cc3ccccc3)cccc2C1=O	-3
CCCCNC(=O)Cn1cnc2c(cnn2-c2ccc(C)cc2)c1=O	6
CCCCOc1ccccc1N1CCN(CCCN2C(=O)C3CCCN3C2=O)CC1 (stereo unspecified)	19
CC1CCc2c(sc3nc(C(C)(C)C)nc(N4CCN(C(=O)CCl)CC4)c23)C1 (stereo unspecified)	8
COc1ccc(CC(=O)NCC2CCCN(Cc3ccc(F)cc3F)C2)cc1 (stereo unspecified)	-1

A second format for part of the listing above.
| mol | Pf gametocyte |
| --- | --- |
| O=C(O)c1ccc(/C=N/NC(=O)C(O)(c2ccccc2)c2ccccc2)cc1 | 1 |
| COc1cc(Cl)c(CN2CCCC(CO)(Cc3cccc(Cl)c3)C2)cc1OC (stereo unspecified) | 5 |
| COc1cc(NC(C)=O)ccc1NC(=O)c1cc2ccccc2o1 | -1 |

Reformatted with bars between the fields: entries from further up.
Structure | Pf gametocyte
COc1ccc2c(c1)C[C@]1(C)c3ccccc3C(=O)N(Cc3ccccc3)[C@H]21 | 3
CCOc1ccc(C(=O)Nc2ncn[nH]2)cc1 | -19
CCC(CC)N1CCN(C(=O)c2cccc(Cl)c2)CC1 | -7
CC(=O)Nc1ccc(NC(=O)CSc2nnnn2-c2ccccc2F)cc1 | -4
Cc1ccc(CC(=O)N2CCN(c3ccc([N+](=O)[O-])cc3)CC2)cc1 | 24
CCOC(=O)c1cnc2c(ccc3ccccc32)c1NCCN(C)C | 14

(next part)
SMILES	Pf gametocyte
Cc1ccc2[nH]c3nc(N/N=C/c4cccc(O)c4)nnc3c2c1	4
Cc1cccc(NC(=O)Nc2ccc(Cl)c(Cl)c2)n1	-1
O=C(N[C@@H](CO)C(=O)NCc1ccccc1)c1ccc(C(F)(F)F)cc1	-11
O=C(/C=C/Nc1ccccc1)c1ccc(Cl)cc1Cl	-17
CSc1nccn1C(=O)c1ccccc1[N+](=O)[O-]	2
Cc1n[nH]c(C)c1CCCCOc1ccccc1[N+](=O)[O-]	9
N#Cc1cccnc1N1CCN(C(=O)c2cccc3c2C(=O)c2ccc(Cl)cc2S3(=O)=O)CC1	5
COc1cccc(CN2C(=O)[C@H]3Cc4c([nH]c5ccccc45)C(C)(C)N3C2=O)c1	-5
COc1ccc(OC)c(S(=O)(=O)Nc2cccc3ccccc23)c1	-25
CCN1C(=O)[C@H]2[C@@H](c3ccc(-c4ccc5c(c4)OCO5)c(OC)c3)N[C@@](CC(C)C)(C(=O)OC)[C@H]2C1=O	12
Cc1ccc(NC(=S)N2CCN(c3ccccn3)CC2)cc1C	0
Cc1ccc(OCC(O)CN2CCN(c3ccc(C)cc3)CC2)cc1 (stereo unspecified)	24
O=C(C1=C[C@H](c2csc3ccccc23)C[C@H](OCc2ccc(CO)cc2)O1)N1CCCCCCC1	-51
COc1ccc(C(=O)Nc2ccc3c(c2)OCCO3)cc1Br	5
Cc1cc(C)c(Cn2c(=O)n(CCCC(=O)NCc3ccco3)c(=O)c3ccccc32)c(C)c1	-22
CCOc1ccc(N=Cc2ccc3ccccc3c2)cc1	-2
O=c1c2c(O)cc(O)cc2oc2c(O)ccc(O[C@H]3O[C@@H](CO)[C@H](O)[C@@H](O)[C@@H]3O)c12	23
O=C(Nc1cccnc1Cl)c1ccc(Cl)cc1	7
C/C(=N\OC(=O)Nc1ccccc1)c1ccc(C)cc1	-12
O=[N+]([O-])c1ccc(Nc2nccc(Cl)n2)cc1	20
COc1cccc(Oc2c(C)oc3c(CN4CCOCC4)c(O)ccc3c2=O)c1	-12
Clc1cccc(Cl)c1CNCCCSc1ncccn1	-28
C=CS(=O)(=O)N(Cc1ccccc1)[C@H](CO)CC(C)C	10
CCc1nnc(NS(=O)(=O)c2ccc(NC(=O)c3cc(Cl)ccc3[N+](=O)[O-])cc2)s1	-10
CC(=O)c1ccc(OCCCOc2cccc3cccnc23)cc1	-35

(cont.)
SMILES	Pf gametocyte
O=C(C[n+]1ccccc1)Nc1ccccc1C(F)(F)F	11
Cc1ccc(S(=O)(=O)N2CCN(c3ccccc3)CC2)cc1	3
CC(=O)N(C)c1ccc(NC(=O)C(c2ccccc2)c2ccccc2)cc1	19
O=c1[nH]c(Nc2ccccc2)cc2cc(Br)ccc12	3
COC(=O)CNC(=O)C1Nc2ccc(OC(F)(F)F)cc2C2C=CCC12 (stereo unspecified)	-5
COc1c(Cl)cnn(-c2cccc(C)c2)c1=O	-5
COc1ccc(C2=CCN3CCCCC3C2)c(-c2ccc(OC)c(OC)c2)c1 (stereo unspecified)	2
C=CC[C@@H](CC(=O)N[C@H](CO)Cc1ccccc1)C(=O)N[C@@H](C)COC(=O)[C@@H](CC=C)CC(=O)OC(C)(C)C	-29
O=C1[C@H](Cc2ccccc2)NCC=CC[C@H](c2ccco2)N1Cc1ccccc1	23
CCOc1ccc(NC(=O)CN2C(=O)COc3ccccc32)cc1	-38
C[C@H]1CCC[C@]2(O[C@H](CCO)C[C@@H](O)[C@@H]2O)O1	19
COc1ccc2c(c1)C(C)CC(C)(C)N2C(=O)Nc1ccccc1 (stereo unspecified)	12
COc1ccc(NC(=O)c2cc3cc(OC)ccc3oc2=O)cc1	5
O=C1c2ccccc2NC(c2ccc(-c3ccc(F)cc3)o2)N1O (stereo unspecified)	19
O=S(=O)(c1cccc(C(F)(F)F)c1)c1ccc(O)cn1	-4
O=C1CC2(CCOCC2)Oc2ccc3ccccc3c21	1
O=C(Nc1ccc(NC(=O)c2ccccc2Br)cc1)c1ccccc1	8
Clc1ccc(N2CCN(c3ccnc(Cl)n3)CC2)cc1	0
CN(C)c1cc(N/N=C/c2ccccc2C(F)(F)F)nc(N(C)C)n1	13
CCOC(=O)c1cc(-c2ccccc2)nn1CC1CC(c2cccnc2)=NO1 (stereo unspecified)	14
COc1cccc(C2c3c(oc4ccccc4c3=O)C(=O)N2CCCN2CCOCC2)c1OC (stereo unspecified)	5
CCOc1ccc(N(CC(=O)NC2CCCCC2)C(=O)CNC(=O)c2ccco2)cc1	-9
COc1ccc(OC(=O)c2cc3cc(Cl)ccc3oc2=O)cc1	19
c1ccc(CSc2nnc(-c3ccccc3)c(-c3ccccc3)n2)cc1	16
Cc1c(CN2CC[C@@H](N3CCN(c4ccccn4)CC3)[C@H](O)C2)[nH]c2ccc(F)cc12	-10

(list continues)
SMILES	Pf gametocyte
FC(F)Oc1ccccc1NC(=S)NCCc1ccccc1	-4
Cn1c2ccccc2c(=O)c2ccc(-c3ccc4c(c3)OCO4)cc21	-35
CNc1nc2ccccc2n1CC(=O)c1ccccc1	0
OCCC1CN(Cc2cc3ccccc3o2)CCN1Cc1ccc(F)cc1 (stereo unspecified)	-7
Cc1nc2cc(NCc3ccc(Cl)cc3)ccc2n1C	-16
Cc1nn2c(CN(C(=O)c3ccco3)c3ccccc3)nnc2c2ccccc12	-32
C[C@@H](CN=[N+]=[N-])CN1CC[C@H](NC(=O)OCc2ccccc2)CCC1=O	-16
CCOc1ccc(CC(=O)NC2CCN(Cc3ccccc3)CC2)cc1	-16
CCCNC(=O)c1nn2c(C(F)(F)F)cc(-c3ccccc3)nc2c1Cl	-3
CCS(=O)(=O)Nc1ccc(C(=O)NCCSc2ccccc2)cc1	-16
COC(=O)c1ccccc1NS(C)(=O)=O	17
CCC(C)Sc1ccc([C@@H]2[C@H]3C(=O)N(C)C(=O)[C@H]3[C@]3(C(=O)OC)CCCN23)cc1 (stereo partly specified)	-13
O=C1NC(c2ccccc2)CCO1 (stereo unspecified)	3
Cc1ccc(NC(=O)N2C3CCCC2CC(NC(=O)C(C)(C)C)C3)cc1 (stereo unspecified)	-19
COc1cccc(NC(=O)CN2C(=O)COc3ccc(C)cc32)c1	-23
COc1ccc(Nc2cc(C)nc3ncnn23)cc1	-1
COc1cccc(C2c3[nH]c4ccccc4c3CCN2C(=O)c2ccccc2F)c1OC (stereo unspecified)	8
Cc1ccc(OCCSc2nc3ccccc3n2CCC(=O)O)cc1	-32
O=C(O)c1cccc([N+](=O)[O-])c1C(=O)Nc1cccc2ccccc12	16
O=[N+]([O-])c1cc2c(cc1CN1CCN(c3ccccc3)CC1)OCO2	13
CC(=O)c1cc2c(cc1NC(=O)c1ccc(C)cc1)OCCO2	-7
O=C(CCC(=O)c1cccs1)Nc1nc2ccccc2s1	0
CC(CCc1ccccc1)OS(N)(=O)=O (stereo unspecified)	1
COc1ccc([C@@H]2[C@@H]3C(=O)N(C(C)(C)C)C(=O)[C@@H]3[C@]3(Cc4ccccc4)C(=O)N(c4ccc(C)cc4)C(=O)N23)cc1	4
O=C(c1ccccc1)c1ccc(Oc2ccc(C(=O)O)c(C(=O)O)c2)cc1	4

4 entries drawn at random from those above:
SMILES	Pf gametocyte
CCS(=O)(=O)Nc1ccc(C(=O)NCCSc2ccccc2)cc1	-16
CCOc1ccc(CC(=O)NC2CCN(Cc3ccccc3)CC2)cc1	-16
COc1cccc(C2c3[nH]c4ccccc4c3CCN2C(=O)c2ccccc2F)c1OC (stereo unspecified)	8
COc1ccc(Nc2cc(C)nc3ncnn23)cc1	-1

Continued.
SMILES	Pf gametocyte
CC(C)Oc1ccc(C(=O)CCN2CCOCC2)cc1	-19
CC1CCN(c2ccc3c(c2)S(=O)(=O)c2cccc(C(=O)NC[C@@H]4CCCO4)c2C3=O)CC1	4
C[C@H](CO)N1C[C@H](C)[C@@H](CN(C)C(=O)Nc2ccc3c(c2)OCO3)Oc2c(NS(=O)(=O)c3ccccc3)cccc2C1=O	-6
CCNS(=O)(=O)c1ccc(CCC(=O)Nc2ccc3c(c2)OCCO3)cc1	14
COC(=O)[C@@]12CCCCN1[C@H](c1ccc(-c3cccc(Cl)c3)cc1)[C@H]1C(=O)N(C)C(=O)[C@H]12	15
COc1c(S(=O)(=O)N2CCN(C)CC2)ccc(Cl)c1Cl	30
c1ccc2c(c1)OCC(CNCC1COc3ccccc3O1)O2 (stereo unspecified)	-4
COc1ccc([C@H]2CC(=O)C=C(c3ccc(Cl)c(C(F)(F)F)c3)C2)cc1	-8
C1=C(c2cc3ccccc3cn2)CCCC1	-11
Cc1cc(C=O)c(O)cc1O	-3
CCCCCCCN(c1ccccc1)C1C[C@H]2CCCC(=O)N3CC[C@@H](C1)[C@@H]23 (stereo partly specified)	-15
C#CCOCCOCCOCCNc1nc(N2CCN(C(=O)Cn3cc(CC(C)O)nn3)CC2)nc(N2CCN(C(=O)[C@H](CCCCN)n3cc(CC(C)O)nn3)CC2)n1 (stereo partly specified)	-29
CN(C(=O)c1ccc(NC(=O)C2CCN(C(=O)OC(C)(C)C)CC2)cc1)C1CC1	18
COCCCNC(=O)Cn1nnc(-c2ccccc2NC(=O)c2ccccc2F)n1	-27
Cc1ccc(N2CCN(C(=O)C3CCN(S(=O)(=O)c4cccc5nsnc45)CC3)CC2C)cc1 (stereo unspecified)	13
Cc1cc([N+](=O)[O-])c(NC2CCCCC2)c([N+](=O)[O-])c1	20
C[C@]12CCC3c4ccc(O)cc4CCC3C1CC/C2=N\N (stereo partly specified)	13
O=C(Cc1cccc2ccccc12)Nc1cc(C(=O)O)cc(C(=O)O)c1	3
CCC(C(=O)NCCC(C)C)N(Cc1ccccc1Cl)C(=O)c1snc(C(N)=O)c1N (stereo unspecified)	-26
CCCNC(=O)CCn1cc(-c2ccc(OC)cc2)nc1-c1ccncc1	3
CC(C)C[C@H](NC(=O)c1nc[nH]c1C(=O)NCC(=O)OCc1ccccc1)C(=O)OC(C)(C)C	9
CC(=O)c1cccc(NC(=S)NC(=O)c2cncc(Br)c2)c1	17

In another format: entries from further up
> CC1CCN(c2ccc3c(c2)S(=O)(=O)c2cccc(C(=O)NC[C@@H]4CCCO4)c2C3=O)CC1
- Pf gametocyte: 4

> C[C@H](CO)N1C[C@H](C)[C@@H](CN(C)C(=O)Nc2ccc3c(c2)OCO3)Oc2c(NS(=O)(=O)c3ccccc3)cccc2C1=O
- Pf gametocyte: -6

> CCNS(=O)(=O)c1ccc(CCC(=O)Nc2ccc3c(c2)OCCO3)cc1
- Pf gametocyte: 14
